Assay outcomes: PubChem, several laboratories
NR2E3 ag-1 = human photoreceptor-specific nuclear receptor agonism; Q9Y5X4; CHO-S Gal4-NCOR/VP16-NR2E3 two-hybrid, luciferase; inhibition of corepressor binding, % at 3.98 µM; hit rate 0.35% among 360,000; AID 602229;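 active = inhibition above the mean of all tested compounds plus 3 SD, cut at about 70% in these data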;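 note: 0% = DMSO with NR2E3 transfected cells and 100% = cells lacking NR2E3 construct; higher means lower luciferase signal from less NR2E3 corepressor binding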
Target sequence (Q9Y5X4 whole entry, looked up, the tested form may be a part): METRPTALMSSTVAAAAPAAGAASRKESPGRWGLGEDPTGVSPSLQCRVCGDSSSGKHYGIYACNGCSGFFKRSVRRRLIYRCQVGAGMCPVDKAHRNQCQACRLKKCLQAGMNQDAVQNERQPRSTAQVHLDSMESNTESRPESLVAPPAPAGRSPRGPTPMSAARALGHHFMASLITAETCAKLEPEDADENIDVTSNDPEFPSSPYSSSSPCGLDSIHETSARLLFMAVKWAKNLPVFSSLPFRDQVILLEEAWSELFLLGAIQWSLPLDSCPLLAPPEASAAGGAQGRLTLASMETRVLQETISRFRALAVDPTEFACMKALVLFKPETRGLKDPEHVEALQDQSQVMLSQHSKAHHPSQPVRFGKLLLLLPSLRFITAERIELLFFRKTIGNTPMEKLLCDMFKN
NR2E3 ag-2 = NR2E3 (human) agonism. hit rate 0.12% among 320,000. AID 2300. inhibition of corepressor binding, % at 4.78 µM. GST-NR2E3/biotin-RetCOR TR-FRET, 1536-well;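 active = percent inhibition above the cutoff of mean plus 3 SD of all tested compounds, set per screening campaign, cut at about 20% in these data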;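 note: 0% = DMSO wells and 100% = biotin wells as full block of FRET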
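Assay system: NR2E3–RetCOR corepressor complex. Quantity: 1.35 nM GST-NR2E3. Buffer or medium: pH 7.5 Tris-based buffer. Reagent: biotinylated RetCOR corepressor at 7 nM final. Schedule: 5 h at 4 °C. Detection: TR-FRET, emission read at 617 and 671 nm. Replicates: one well per compound, singlicate testing.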
TWEAK-Fn14 inh = blocks TWEAK-Fn14 interaction in a reporter cell assay; inhibition, % at 10 µM; TWEAK-stimulated Fn14 reporter cells, luciferase luminescence, 8 h; hit rate 2% among 360,000; in the data active = inhibition above about 50%
TROY NFkB inh = TROY signaling inhibition. Q293 LMP1-TROYcd NF-kB luciferase reporter, 4 h. inhibition, % at 10 µM. hit rate 0.98% among 360,000. AID 1347056;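 active = compounds whose plate-normalised and pattern-corrected inhibition of the luciferase reporter signal at the single screening dose is 50% or more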
Shn3 3UTR inh = Schnurri-3 reporter inhibition in Clone20 osteoblasts. Clone20 osteoblast Shn3 3'UTR firefly luciferase, 24 h. inhibition, % at 12.5 µM. hit rate 0.52% among 360,000;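 active = mean inhibition of at least 75% with every replicate also reaching 75%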;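 note: 0% = median of neutral control wells and 100% = pilot-screen positive control compound; some compounds past the cut are filed as inactive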
TRAIL sens C8 = caspase-8 TRAIL sensitization; hit rate 1% among 360,000; inhibition (viability loss, TRAIL sensitization), % at 10 µM; NB7+C8 cells + TRAIL, ATPlite viability luminescence; AID 624354;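 active = compounds causing at least 50% loss of cell viability in the single-dose screen, relative to plate controls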
TRPM1 prom inh = inhibitors of MITF-driven TRPM1 promoter in melanoma cells | SK-MEL-5 TRPM1 promoter luciferase, 24 h | inhibition, % at 12.5 µM | hit rate 0.83% among 330,000 | AID 488899;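 active = mean inhibition across replicates of 60% or more, whatever share of single replicates reaches that level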; note: values of inactives mirror those of a sister screen read the other way
Peg3 prom inh = Peg3 promoter activity inhibition | HeLa PEG-Prom luciferase reporter, luminescence, overnight | inhibition, % at 20 µM | hit rate 1.7% among 360,000 | AID 588405;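 active = inhibition of at least 50% at 20 µM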
KKLEB cytotox = counter-screen for CF NF-kB inhibitors: cytotoxicity | activity change (cytotoxicity), % at 5 µM | hit rate 0.36% among 360,000 | KKLEB CF airway cells viability, ATPlite luminescence, overnight; hits give low values; cells stimulated with P. aeruginosa culture filtrate;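 active = corrected activity change at or below -50% at 5 µM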
HIF-2a block = blocks HIF-2a reporter activity. inhibition, % at 18.8 µM. 786-0 RCC cells HIF-2a reporter, luciferase luminescence, overnight. hit rate 0.72% among 360,000;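 active = inhibition of the luminescence signal of 40% or more relative to plate controls, in a single-dose primary screen at 18.75 µM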
CF NFkB inh = inhibitors of cystic fibrosis induced NF-kB; KKLEB NF-kB-GFP reporter, PAF-induced, GFP fluorescence overnight; inhibition, % at 5 µM; hit rate 0.86% among 360,000;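 active = at least 50% inhibition at 5 µM, scaled per plate between neutral and stimulator controls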;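 note: PAF is a Pseudomonas aeruginosa culture filtrate used as stimulus; plate controls were PAF-stimulated DMSO wells for no effect and unstimulated DMSO wells for full effect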
An asterisk follows results filed as active. Some of the compounds tested; the hit share may differ from the screen's.

COc1ccc(C(CC(=O)N2CCCC2)C(C)C)cc1 (configuration not stated) was read as NR2E3 ag-1 -3, NR2E3 ag-2 -1, TWEAK-Fn14 inh 17, TROY NFkB inh -9, Shn3 3UTR inh -11, TRAIL sens C8 -7, TRPM1 prom inh 0, Peg3 prom inh 7, KKLEB cytotox 6, HIF-2a block 9 and CF NFkB inh -6.
For COc1ccccc1Nc1nc(C)nc2c1oc1ccccc12 the results were NR2E3 ag-1 -52, NR2E3 ag-2 -1, TWEAK-Fn14 inh -4, TROY NFkB inh -4, Shn3 3UTR inh 3, TRAIL sens C8 14, TRPM1 prom inh -13, Peg3 prom inh -10, KKLEB cytotox -8, HIF-2a block -8 and CF NFkB inh -5.
CCOCCn1c(SCc2c(F)cccc2Cl)nc2c1c(=O)[nH]c(=O)n2C was read as NR2E3 ag-1 5, NR2E3 ag-2 -1, TWEAK-Fn14 inh -6, TROY NFkB inh 2, Shn3 3UTR inh -1, TRAIL sens C8 -3, TRPM1 prom inh 0, Peg3 prom inh 6, KKLEB cytotox -11, HIF-2a block -2 and CF NFkB inh 1.
O=C1Nc2ccc([N+](=O)[O-])cc2C1(O)N1CCCCCC1 (configuration not stated) was read as NR2E3 ag-1 1, NR2E3 ag-2 3, TWEAK-Fn14 inh 1, TROY NFkB inh -11, Shn3 3UTR inh 12, TRAIL sens C8 -8, TRPM1 prom inh 1, Peg3 prom inh 16, KKLEB cytotox -3, HIF-2a block -9 and CF NFkB inh 3.
`COCCCNC(=O)CN(CCc1ccccc1)S(=O)(=O)c1ccccc1` gave NR2E3 ag-1 -14, NR2E3 ag-2 0, TWEAK-Fn14 inh -7, TROY NFkB inh 5, Shn3 3UTR inh 5, TRAIL sens C8 -4, TRPM1 prom inh -12, Peg3 prom inh 8, KKLEB cytotox -10, HIF-2a block 8 and CF NFkB inh 11.
For COc1ccccc1-n1c([S-])c(C(=O)Nc2ccccc2C(F)(F)F)[n+]2ccc(C(=O)NCCO)cc12 the results were NR2E3 ag-1 5, NR2E3 ag-2 5, TWEAK-Fn14 inh 1, TROY NFkB inh -8, Shn3 3UTR inh -25, TRAIL sens C8 0, TRPM1 prom inh 4, Peg3 prom inh 19, KKLEB cytotox 0, HIF-2a block 28 and CF NFkB inh 1.
CCn1cc(/C=C(\NC(=O)c2ccccc2)C(=O)NCCCN2CCOCC2)c2ccccc21 was read as NR2E3 ag-1 -30, NR2E3 ag-2 -2, TWEAK-Fn14 inh 0, TROY NFkB inh 2, Shn3 3UTR inh -11, TRAIL sens C8 -27, TRPM1 prom inh -1, Peg3 prom inh -22, KKLEB cytotox 14, HIF-2a block -5 and CF NFkB inh -5.
For CCOC(=O)C1=C(C)Nc2nc(C)nn2C1c1ccc(OC)c(OC)c1 (configuration not stated) the results were NR2E3 ag-1 -51, NR2E3 ag-2 0, TWEAK-Fn14 inh -9, TROY NFkB inh -3, Shn3 3UTR inh -2, TRAIL sens C8 -13, TRPM1 prom inh -15, Peg3 prom inh 5, KKLEB cytotox 5, HIF-2a block 2 and CF NFkB inh 12.
Cc1ccc(-c2cc(C(F)F)n3ncc(C(=O)N4CCN5CCCC5C4)c3n2)cc1 (configuration not stated) was read as NR2E3 ag-1 22, NR2E3 ag-2 -1, TWEAK-Fn14 inh -16, TROY NFkB inh 16, Shn3 3UTR inh 1, TRAIL sens C8 -11, TRPM1 prom inh 19, Peg3 prom inh 6, KKLEB cytotox -8, HIF-2a block 1 and CF NFkB inh -8.
`CCC(C(=O)OC)n1cnc2c(nnn2-c2cccc(OC)c2)c1=O` (configuration not stated) gave NR2E3 ag-1 -15, NR2E3 ag-2 4, TWEAK-Fn14 inh -17, TROY NFkB inh 26, Shn3 3UTR inh -3, TRAIL sens C8 -5, TRPM1 prom inh -1, Peg3 prom inh -20, KKLEB cytotox 5, HIF-2a block -24 and CF NFkB inh 0.
C=CCn1cc(/C=C/c2cc[n+](C)cc2)c2ccccc21 was read as NR2E3 ag-1 -13, NR2E3 ag-2 -10, TWEAK-Fn14 inh 17, TROY NFkB inh 9, Shn3 3UTR inh 1, TRAIL sens C8 12, TRPM1 prom inh 50, Peg3 prom inh 30, KKLEB cytotox 2, HIF-2a block 17 and CF NFkB inh -48.
Cc1ccc(NC(=O)c2ccc(CN3CCc4ccccc4C3)cc2)cc1 was read as NR2E3 ag-1 -42, NR2E3 ag-2 2, TWEAK-Fn14 inh 1, TROY NFkB inh -23, Shn3 3UTR inh -23, TRAIL sens C8 23, TRPM1 prom inh -23, Peg3 prom inh -159, KKLEB cytotox 10, HIF-2a block -146 and CF NFkB inh -28.
O=C(Nc1ccc(S(=O)(=O)Nc2ncccn2)cc1)C1=COCCO1 was read as NR2E3 ag-1 -7, NR2E3 ag-2 1, TWEAK-Fn14 inh -7, TROY NFkB inh -16, Shn3 3UTR inh 4, TRAIL sens C8 0, TRPM1 prom inh -7, Peg3 prom inh -24, KKLEB cytotox 6, HIF-2a block -28 and CF NFkB inh 14.
O=C(N/N=C/c1ccco1)C1CC1c1ccccc1 (configuration not stated) was read as NR2E3 ag-1 -20, NR2E3 ag-2 2, TWEAK-Fn14 inh 11, TROY NFkB inh 6, Shn3 3UTR inh -17, TRAIL sens C8 0, TRPM1 prom inh -1, Peg3 prom inh -19, KKLEB cytotox -6, HIF-2a block -1 and CF NFkB inh -4.
Screening C[C@H](CO)N1C[C@H](C)[C@@H](CN(C)S(=O)(=O)c2cccs2)OCc2cnnn2CCCC1=O returned NR2E3 ag-1 -36, TWEAK-Fn14 inh 0, TROY NFkB inh 12, Shn3 3UTR inh -11, TRAIL sens C8 -14, Peg3 prom inh 16, KKLEB cytotox 3, HIF-2a block -3 and CF NFkB inh -11.
`CCC(C)(C)NS(=O)(=O)c1cc(CN2C(=O)c3cccnc3C2=O)ccc1OC` gave NR2E3 ag-1 4, NR2E3 ag-2 3, TWEAK-Fn14 inh -3, TROY NFkB inh 7, Shn3 3UTR inh -21, TRAIL sens C8 9, TRPM1 prom inh -2, Peg3 prom inh 2, KKLEB cytotox 8, HIF-2a block 14 and CF NFkB inh -25.
Screening Cc1cc(C)n(CCC(=O)N2CCc3ccccc32)n1 returned NR2E3 ag-1 -38, NR2E3 ag-2 -4, TWEAK-Fn14 inh 3, TROY NFkB inh -2, Shn3 3UTR inh 13, TRAIL sens C8 -4, TRPM1 prom inh 16, Peg3 prom inh -5, KKLEB cytotox 3, HIF-2a block 3 and CF NFkB inh -3.
Screening Cc1ccc(NC(=O)NCc2ccc3[nH]c(C)cc3c2)cc1 returned NR2E3 ag-1 -5, NR2E3 ag-2 0, TWEAK-Fn14 inh -4, TROY NFkB inh 16, Shn3 3UTR inh -18, TRAIL sens C8 41, TRPM1 prom inh -10, Peg3 prom inh -41, KKLEB cytotox 28, HIF-2a block -77 and CF NFkB inh -14.
`CCCc1nc2ccc(C(=O)OC)cn2c1Cc1ccccc1` gave NR2E3 ag-1 -29, TWEAK-Fn14 inh 27, TROY NFkB inh 11, Shn3 3UTR inh -11, TRAIL sens C8 -14, Peg3 prom inh -21, KKLEB cytotox -14, HIF-2a block -56 and CF NFkB inh -7.
`CC(=O)NC(Cc1cccc(F)c1)C(=O)NC1CCN(C(=O)c2ccc(C)cc2)CC1` (configuration not stated) gave NR2E3 ag-1 20, NR2E3 ag-2 -3, TWEAK-Fn14 inh 5, TROY NFkB inh -3, Shn3 3UTR inh 2, TRAIL sens C8 0, TRPM1 prom inh -10, Peg3 prom inh 11, KKLEB cytotox -2, HIF-2a block 13 and CF NFkB inh 3.

Reprinted from the part before: 2 entries, then new ones.
`CCCc1nc2ccc(C(=O)OC)cn2c1Cc1ccccc1` gave NR2E3 ag-1 -29, TWEAK-Fn14 inh 27, TROY NFkB inh 11, Shn3 3UTR inh -11, TRAIL sens C8 -14, Peg3 prom inh -21, KKLEB cytotox -14, HIF-2a block -56 and CF NFkB inh -7.
`CC(=O)NC(Cc1cccc(F)c1)C(=O)NC1CCN(C(=O)c2ccc(C)cc2)CC1` (configuration not stated) gave NR2E3 ag-1 20, NR2E3 ag-2 -3, TWEAK-Fn14 inh 5, TROY NFkB inh -3, Shn3 3UTR inh 2, TRAIL sens C8 0, TRPM1 prom inh -10, Peg3 prom inh 11, KKLEB cytotox -2, HIF-2a block 13 and CF NFkB inh 3.
For O=C(NCCO)c1ccc2[nH]c3c(c2c1)CCCC3 the results were NR2E3 ag-1 -35, NR2E3 ag-2 2, TWEAK-Fn14 inh -3, TROY NFkB inh -11, Shn3 3UTR inh -7, TRAIL sens C8 2, TRPM1 prom inh -22, Peg3 prom inh -38, KKLEB cytotox 7, HIF-2a block -114 and CF NFkB inh -1.
Screening COc1cccc(C2CC(c3ccccc3Cl)Nc3ncnn32)c1 (configuration not stated) returned NR2E3 ag-1 -33, TWEAK-Fn14 inh -2, TROY NFkB inh 9, Shn3 3UTR inh -23, TRAIL sens C8 8, TRPM1 prom inh 17, Peg3 prom inh 20, KKLEB cytotox -3, HIF-2a block 20 and CF NFkB inh 5.
`O=C1Nc2cc(C(=O)N3CCc4ccccc4C3)ccc2S/C1=C\c1ccccc1` gave NR2E3 ag-1 -35, NR2E3 ag-2 -1, TWEAK-Fn14 inh 28, TROY NFkB inh 18, Shn3 3UTR inh -1, TRAIL sens C8 -8, TRPM1 prom inh -10, Peg3 prom inh 13, KKLEB cytotox 0, HIF-2a block 12 and CF NFkB inh 0.
For CCOCCn1c(N(C)Cc2ccccc2)nc2c1c(=O)[nH]c(=O)n2C the results were NR2E3 ag-1 -1, NR2E3 ag-2 4, TWEAK-Fn14 inh -9, TROY NFkB inh -8, Shn3 3UTR inh 2, TRAIL sens C8 5, TRPM1 prom inh -4, Peg3 prom inh -19, KKLEB cytotox -5, HIF-2a block 13 and CF NFkB inh 14.
`O=C(CSCc1ccccc1)NC1CCSC1=O` (configuration not stated) gave NR2E3 ag-1 -8, NR2E3 ag-2 0, TWEAK-Fn14 inh -6, TROY NFkB inh 13, Shn3 3UTR inh 2, TRAIL sens C8 -10, TRPM1 prom inh -15, Peg3 prom inh 6, KKLEB cytotox 2, HIF-2a block -1 and CF NFkB inh 5.
`CN[C@@H](CO)C(=O)NC[C@H]1O[C@@H](n2cc(C)c(=O)[nH]c2=O)C[C@@H]1O` gave NR2E3 ag-1 -5, TWEAK-Fn14 inh -15, TROY NFkB inh -1, Shn3 3UTR inh -2, TRAIL sens C8 -3, Peg3 prom inh -12, KKLEB cytotox 16, HIF-2a block -4 and CF NFkB inh -7.
For CC(=O)OCC1=C(C(=O)O)N2C(=O)C(NC(=O)C(C)Cn3nc(C)c(Cl)c3C)C2SC1 (configuration not stated) the results were NR2E3 ag-1 2, NR2E3 ag-2 2, TWEAK-Fn14 inh -1, TROY NFkB inh 14, Shn3 3UTR inh 12, TRAIL sens C8 -10, TRPM1 prom inh -8, Peg3 prom inh 29, KKLEB cytotox -1, HIF-2a block 12 and CF NFkB inh -7.
COc1ccc(NC(=O)N2CCCc3ccccc32)cc1OC was read as NR2E3 ag-1 -10, NR2E3 ag-2 -1, TWEAK-Fn14 inh 7, TROY NFkB inh 39, Shn3 3UTR inh 13, TRAIL sens C8 3, TRPM1 prom inh 1, Peg3 prom inh -5, KKLEB cytotox 14, HIF-2a block 8 and CF NFkB inh -19.
